Screening data from PubChem.
USP2a inhib = USP2a (human) protease inhibition. O75604. USP2a enzymatic assay, qHTS inhibition. Potency, µM (series often up to 38.3 µM), for inactives: top-dose activity change, negative = inhibition, actives largely listed as inhibitors. actives 0.1% (n = 60,000);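 also: potency is read from the fitted curve at half-maximal effect; nearly all actives have a fitted effect of over 60% in size; plate controls were DMSO for no effect and NEM full inhibition control for full effect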
Target sequence (O75604 whole entry, looked up): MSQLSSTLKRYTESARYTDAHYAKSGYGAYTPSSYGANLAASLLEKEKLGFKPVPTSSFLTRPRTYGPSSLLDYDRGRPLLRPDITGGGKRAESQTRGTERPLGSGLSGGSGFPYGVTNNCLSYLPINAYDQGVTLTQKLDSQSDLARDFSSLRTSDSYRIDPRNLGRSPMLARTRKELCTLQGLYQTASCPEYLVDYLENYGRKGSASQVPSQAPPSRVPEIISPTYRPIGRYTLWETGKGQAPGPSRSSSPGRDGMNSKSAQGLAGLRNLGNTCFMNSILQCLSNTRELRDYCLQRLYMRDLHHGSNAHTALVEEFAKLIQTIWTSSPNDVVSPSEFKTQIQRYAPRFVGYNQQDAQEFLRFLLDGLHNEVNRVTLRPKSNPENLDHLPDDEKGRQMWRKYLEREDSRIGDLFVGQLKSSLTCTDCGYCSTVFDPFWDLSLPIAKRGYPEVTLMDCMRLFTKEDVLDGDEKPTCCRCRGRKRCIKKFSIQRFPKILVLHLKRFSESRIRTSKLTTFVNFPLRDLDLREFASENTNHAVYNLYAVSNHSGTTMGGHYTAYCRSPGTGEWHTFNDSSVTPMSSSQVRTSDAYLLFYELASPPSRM
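Inhibition is measured in a cell-free coupled assay with 20 nM USP2 core, 20 nM Ub-PLA2 and 20 uM NBD C6-HPC, 2.5 h incubation. Activity normalized to NEM control.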
4-MU autofl = compounds fluorescent in 4-MU spectral region | compound autofluorescence, 340/450 nm, 4-MU equivalents; hits give high values | actives 11% (n = 59,000) | max dye-equivalent concentration, M; in the data active = max dye-equivalent concentration above about 10 nM; inconclusive = mostly about 1.1 nM to 9.6 nM
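Compounds in 100 mM Tris, pH 8.0, sat 15 min at room temperature before fluorescence was read at 340 nm excitation/450 nm emission; a per-plate six-point 4-MU standard curve converted signals to dye-equivalent concentration at each compound concentration.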
Caspase-7 inhib = blocks human caspase-7 allosterically or competitively | P55210 | recombinant caspase-7, Ac-DEVD-AFC fluorescence rate | Potency, µM (doses to about 57.5 µM), inactives show at the top dose activity change, negative = inhibition, actives largely listed as inhibitors | actives 0.02% (n = 75,000) | AID 889; active = well fitted inhibition curve with a large enough effect in the main read-out, with a control signal flat, not every such curve was filed as active; inconclusive = small, poorly fitted or top-dose-only effect, or a change in a side signal; also: potency is read from the fitted curve at half-maximal effect; % of control where 0% means no effect
Target sequence (P55210 24-198 limits assumed): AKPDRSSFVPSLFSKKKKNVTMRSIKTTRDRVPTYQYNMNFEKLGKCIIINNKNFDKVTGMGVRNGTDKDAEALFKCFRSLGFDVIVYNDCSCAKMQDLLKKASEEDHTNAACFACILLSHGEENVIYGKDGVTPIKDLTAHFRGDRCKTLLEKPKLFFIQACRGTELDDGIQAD
Target sequence (P55210 207-303 limits assumed): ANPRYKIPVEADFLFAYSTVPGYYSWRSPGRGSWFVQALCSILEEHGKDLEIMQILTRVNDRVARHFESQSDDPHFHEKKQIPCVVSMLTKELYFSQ
HEK293 cAMP cs = counter-screen for TSHR agonists: cAMP increase in parental HEK293. parental HEK293 CNG cAMP sensor, membrane potential fluorescence. actives 2.5% (n = 73,000). AID 938. Potency, µM (doses to about 57.1 µM), for inactives: at the top dose activation, most hits filed as activators; also: potency is read from the fitted curve at half-maximal effect; % of control where 0% means no effect; nearly all actives have a fitted effect of over 55% in size
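Parental HEK 293 cells stably expressing a cAMP-gated CNG channel were loaded with membrane potential dye containing 100 uM RO 20-1724 for 60 min. Compound added for 30 min; depolarization read as fluorescence intensity at 590 nm.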
Casp1 inh = blocks human caspase-1 allosterically or competitively | Potency, µM (series often up to 57.5 µM), inactives show top-dose activity change, negative = inhibition, most hits filed as inhibitors | AID 900 | actives 0.03% (n = 75,000) | Caspase-1 enzyme, Ac-WEHD-AFC fluorogenic rate | P29466;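 also: potency is read from the fitted curve at half-maximal effect; plate controls were vehicle for no effect and no substrate for full effect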
Epigenetic mod = epigenetic GFP locus derepression in mouse cells; mouse C127i GFP locus derepression, cytometry, 30 h; Potency, µM (top dose mostly 46.1 µM), without a hit: at the top dose GFP derepression (activation); actives 0.09% (n = 68,000); also: % of control where 0% means no effect
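Read-out is the number of GFP-positive cells, scored as fluorescent objects 20 to 120 um wide, reflecting derepression of a silenced CMV-GFP reporter in murine C127i cells after 30 h compound exposure at 37 C.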
A350 fluor = compound fluoresces in the Alexa 350 spectral region. Compound autofluorescence, 340/450 nm, Alexa 350 dye-equivalents; hits give high values. max dye-equivalent concentration, M. actives 11% (n = 59,000); in the data active = max dye-equivalent concentration above about 10 nM; inconclusive = mostly about 1.1 nM to 9.6 nM
BRCT inh green = blocks human BRCA1 BRCT binding to phosphopeptide, green readout; actives 0.05% (n = 75,000); BRCA1 BRCT-phosphopeptide binding, green fluorescence polarization; AID 875; P38398; Potency, µM (titrated, usually from 76.9 µM), inactives show top-dose activity change, negative = inhibition, hits mostly inhibitors;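 also: potency is read from the fitted curve at half-maximal effect; plate controls were peptide without protein for full effect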
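Fluorescence polarization: His-tagged BRCT (~35 kDa BRCA1 C-terminus, 250 nM) bound to 100 nM fluorescein-labeled phosphorylated 10-aa BACH1 peptide, pH 7.3 phosphate buffer with DTT and Tween 20. Compounds incubated 12 min at room temperature; inhibition read as lowered polarization.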
BRCT inh red = disrupts BRCA1 BRCT binding to phosphoprotein, red fluorophore readout | actives 0.03% (n = 75,000) | P38398 | BRCT-phosphopeptide binding, red fluorescence polarization | AID 892 | Potency, µM (titrated, usually from 76.9 µM), without a hit: at the top dose activity change, negative = inhibition, usual class: inhibitors; also: % is scaled to controls: 0 for no effect and ±100 for the full control effect
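Fluorescence polarization: 100 nM His-tagged BRCA1 BRCT with 100 nM TAMRA-labelled phospho-BACH1 decapeptide, phosphate buffer pH 7.3 with 150 mM NaCl, DTT, 0.01% Tween 20; 12 min RT. Binding inhibition seen as FP decrease.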
Ub-GFP proteasome = proteasome inhibitors stabilizing ubiquitin-GFP reporter; AID 526; 67,000 tested, under 10 active; Potency, µM (highest dose often 45.9 µM), for inactives: at the top dose activation (GFP accumulation), usual class: activators; Ubiquitin-GFP reporter cells, proteasome inhibition, GFP fluorescence; response scale: untreated = 0%, 10 µM MG-132 = 100%; active = well fitted activation curve with a large enough effect, not every such curve was filed as active; inconclusive = small, poorly fitted or top-dose-only effect, or another doubt; inactive = no such curve, though single readings can be large or run the other way; also: potency is read from the fitted curve at half-maximal effect
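Proteasome blockade was scored as a rise in GFP-expressing U2OS cells carrying a ubiquitin(G76V)-GFP construct, imaged after 4 hr compound treatment at 37 °C across a 46 uM–2.9 nM series.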
Fluorescein fluor = fluorescein region autofluorescence. actives 0.91% (n = 59,000). Compound autofluorescence, 480/540 nm, fluorescein-equivalent; hits give high values. AID 593. max fluorescein-equivalent concentration, M; in the data active = max fluorescein-equivalent concentration above about 10 nM; inconclusive = between about 1.1 nM and that limit
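In this qHTS profile, compound fluorescence was measured with a 480 nm/540 nm filter pair following a 15-min room-temperature incubation in 100 mM Tris (pH 8.0). A six-point fluorescein series on each plate served for normalization.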
Numbers without * were called inactive; [ ] = another dose, or the depositor's remark. Unless noted, calls follow the shape of the dose curve; as a rule, active = well fitted curve in the direction sought with a large enough effect; inconclusive = small, poorly fitted or top-dose-only effect, or another doubt; inactive = no such curve, though single readings can be large; an effect the other way counts as inactive or inconclusive. Some of the compounds tested; rates above refer to the full screens.

Screening CCOC(=O)N1CCC(N2Cc3cccc(C(=O)NCC4CCN(CC(C)C)C4)c3C2=O)CC1 (stereo not drawn) returned Caspase-7 inhib -2%, HEK293 cAMP cs -2%, Casp1 inh -5%, Epigenetic mod -2%, BRCT inh green 1.6%, BRCT inh red 2.6% and Ub-GFP proteasome 9%.
Screening Cc1ccc(/C=C/C2=CC3(C)CC2(C)C(c2ccc(C)cc2)CC3=O)cc1 (stereo not drawn) returned Caspase-7 inhib -4%[11.5 µM], HEK293 cAMP cs 6%[11.4 µM], Casp1 inh -1%[11.5 µM], BRCT inh green -0.5%[15.4 µM] and BRCT inh red 0.5%[15.4 µM].
Cc1ccc(NC(=O)c2ccccc2F)nc1 was read as USP2a inhib 0%, 4-MU autofl 9.6e-08M*, Caspase-7 inhib 0%, HEK293 cAMP cs -7%, Casp1 inh 2%, Epigenetic mod 0%, A350 fluor 7.7e-08M*, BRCT inh green 0.5%, BRCT inh red -2.5%, Ub-GFP proteasome 0% and Fluorescein fluor inactive.
Screening CCCCCn1ccc(=N)cc1 returned USP2a inhib 3%, 4-MU autofl inactive, Caspase-7 inhib -2%, HEK293 cAMP cs 16%, Casp1 inh -2%, Epigenetic mod 3%, A350 fluor inconclusive, BRCT inh green -1.9%, BRCT inh red -0.2%, Ub-GFP proteasome 0% and Fluorescein fluor inactive.
Screening COC(=O)CSc1ccc2nnc(-c3ccc(F)cc3)n2n1 returned USP2a inhib 1%, 4-MU autofl 1e-08M*, Caspase-7 inhib -3%, HEK293 cAMP cs -2%, Casp1 inh 1%, Epigenetic mod 0%, A350 fluor 1.2e-08M*, BRCT inh green -0.3%, BRCT inh red -1.4%, Ub-GFP proteasome 0% and Fluorescein fluor inconclusive.
Screening CCCCSc1nc2c(cc1C#N)CCC2 returned USP2a inhib -15%, 4-MU autofl inactive, Caspase-7 inhib -1%, HEK293 cAMP cs 27%, Casp1 inh -1%, Epigenetic mod 3%, A350 fluor inactive, BRCT inh green 1.6%, BRCT inh red -0.5%, Ub-GFP proteasome -2% and Fluorescein fluor inactive.
Cc1ccc(CCN2CC(C(=O)NCCN3CCOCC3)CC2=O)cc1 (stereo not drawn) was read as USP2a inhib 5%, 4-MU autofl inactive, Caspase-7 inhib -1%, HEK293 cAMP cs 8%, Casp1 inh 0%, Epigenetic mod 3%, A350 fluor inactive, BRCT inh green 0.3%, BRCT inh red -2.0%, Ub-GFP proteasome -3% and Fluorescein fluor inactive.
CCCOc1ccc(NC(=O)c2c(-c3ccccc3)noc2C)cc1 was read as Caspase-7 inhib -1%, HEK293 cAMP cs 1%, Casp1 inh -2%, Epigenetic mod -2%, BRCT inh green -1.6%, BRCT inh red -2.0% and Ub-GFP proteasome 3%.
`CCNC(=O)CCc1nc(-c2ccc(C(C)(C)C)cc2)no1` gave USP2a inhib 6%, 4-MU autofl inactive, Caspase-7 inhib -1%, HEK293 cAMP cs 26%, Casp1 inh 0%, Epigenetic mod 0%, A350 fluor inactive, BRCT inh green -1.0%, BRCT inh red 0.5%, Ub-GFP proteasome 20% and Fluorescein fluor inconclusive.
COC(=O)c1sc(NC(=O)c2cnccn2)c(C(=O)OC)c1C was read as USP2a inhib 1%, 4-MU autofl inactive, Caspase-7 inhib 0%, HEK293 cAMP cs 5%, Casp1 inh -1%, Epigenetic mod 5%, A350 fluor inactive, BRCT inh green 0.5%, BRCT inh red 0.1%, Ub-GFP proteasome 1% and Fluorescein fluor inactive.
Screening COCCN1C(=O)C(=O)/C(=C(/O)c2cccc(OC)c2)C1c1ccco1 (stereo not drawn) returned USP2a inhib -6%, 4-MU autofl inactive, Caspase-7 inhib 0%, HEK293 cAMP cs 3%, Casp1 inh 0%, Epigenetic mod 4%, A350 fluor inactive, BRCT inh green -1.8%, BRCT inh red -0.4%, Ub-GFP proteasome -1% and Fluorescein fluor inactive.
COc1ccc(-c2cc(C(=O)N3CCOCC3)no2)cc1OC was read as USP2a inhib -5%, 4-MU autofl inactive, Caspase-7 inhib 3%, HEK293 cAMP cs 3%, Casp1 inh 0%, Epigenetic mod 0%, A350 fluor inactive, BRCT inh green 0.9%, BRCT inh red -0.4%, Ub-GFP proteasome -9% and Fluorescein fluor inactive.
Screening CCOc1ccc2nc(NC(=O)c3ccoc3C)sc2c1 returned USP2a inhib 36%[activator][7.66 µM], Caspase-7 inhib -1%, HEK293 cAMP cs -10%[11.4 µM], Casp1 inh -1%, Epigenetic mod 2%, BRCT inh green 0.8%, BRCT inh red -1.1% and Ub-GFP proteasome 16%[9.17 µM].
For O=C1c2ccccc2C(=O)N1Cc1ccc2c(c1)OCO2 the results were USP2a inhib 1%, 4-MU autofl inactive, Caspase-7 inhib 1%, HEK293 cAMP cs inconclusive, Casp1 inh -2%, Epigenetic mod 0%, A350 fluor inactive, BRCT inh green -1.3%, BRCT inh red -1.0%, Ub-GFP proteasome 4% and Fluorescein fluor inactive.
Screening O=C(O)CN1C(=O)CC(Cc2ccccc2)C1=O (stereo not drawn) returned USP2a inhib -6%, 4-MU autofl inactive, Caspase-7 inhib 0%, HEK293 cAMP cs -8%, Casp1 inh -1%, Epigenetic mod 0%, A350 fluor inactive, BRCT inh green -2.3%, BRCT inh red -0.3%, Ub-GFP proteasome 1% and Fluorescein fluor inactive.

Quoted at random: 2 entries already listed.
Screening COCCN1C(=O)C(=O)/C(=C(/O)c2cccc(OC)c2)C1c1ccco1 (stereo not drawn) returned USP2a inhib -6%, 4-MU autofl inactive, Caspase-7 inhib 0%, HEK293 cAMP cs 3%, Casp1 inh 0%, Epigenetic mod 4%, A350 fluor inactive, BRCT inh green -1.8%, BRCT inh red -0.4%, Ub-GFP proteasome -1% and Fluorescein fluor inactive.
COC(=O)c1sc(NC(=O)c2cnccn2)c(C(=O)OC)c1C was read as USP2a inhib 1%, 4-MU autofl inactive, Caspase-7 inhib 0%, HEK293 cAMP cs 5%, Casp1 inh -1%, Epigenetic mod 5%, A350 fluor inactive, BRCT inh green 0.5%, BRCT inh red 0.1%, Ub-GFP proteasome 1% and Fluorescein fluor inactive.

Carrying on.
Screening CC1(C)NC(=O)N(CC(O)COc2ccc(-c3ccccc3)cc2)C1=O (stereo not drawn) returned 4-MU autofl inactive, Caspase-7 inhib 2%, HEK293 cAMP cs -7%, Casp1 inh -1%, Epigenetic mod 2%, A350 fluor inactive, BRCT inh green -3.2%, BRCT inh red 1.5%, Ub-GFP proteasome -3% and Fluorescein fluor inconclusive.
Screening CCOC(=O)N1CCN(C(=O)c2cc3c(-c4ccc(Cl)cc4)nn(C)c3s2)CC1 returned Caspase-7 inhib -1%, HEK293 cAMP cs 7%, Casp1 inh -4%, BRCT inh green 2.3%, BRCT inh red 0.8% and Ub-GFP proteasome -3%.
`O=C(Nc1ccc(NC(=O)c2ccco2)nc1)c1cccnc1` gave USP2a inhib 0%, 4-MU autofl inactive, Caspase-7 inhib -1%, HEK293 cAMP cs 6%, Casp1 inh -2%, Epigenetic mod -1%, A350 fluor inactive, BRCT inh green -1.9%, BRCT inh red -2.7%, Ub-GFP proteasome 3% and Fluorescein fluor inconclusive.
For N#CCC(=O)Nc1ncn(Cc2ccccc2Cl)n1 the results were USP2a inhib -8%, 4-MU autofl inactive, Caspase-7 inhib 1%, HEK293 cAMP cs -1%, Casp1 inh -2%, Epigenetic mod 0%, A350 fluor inactive, BRCT inh green -0.5%, BRCT inh red 1.3%, Ub-GFP proteasome -7% and Fluorescein fluor inactive.
Screening CC(=O)C1C(c2cccc(Oc3ccccc3)c2)NC(=O)NC1(O)C(F)(F)F (stereo not drawn) returned USP2a inhib 10%, 4-MU autofl inactive, Caspase-7 inhib 0%, HEK293 cAMP cs 1%, Casp1 inh -1%, Epigenetic mod 0%, A350 fluor inactive, BRCT inh green -1.5%, BRCT inh red 1.5%, Ub-GFP proteasome 2% and Fluorescein fluor inactive.
For C=CCCCCCCCCCCCC(O)CC(O)COC(C)=O (stereo not drawn) (tested in a mixture with another compound) the results were USP2a inhib 65%[activator], Caspase-7 inhib -2%, Casp1 inh -3%, BRCT inh green -1.1%[3.08 µM] and BRCT inh red 0.9%.
COc1ccc(CCNc2oc(-c3ccc(C)cc3)nc2C#N)cc1OC was read as Caspase-7 inhib -4%, HEK293 cAMP cs 9%, Casp1 inh -4%, BRCT inh green -3.5%, BRCT inh red -1.3% and Ub-GFP proteasome 0%.
For COc1cc(C(=O)NC2CC3CCCC(C2)N3CC(=O)Nc2ccccc2)cc(OC)c1OC (stereo not drawn) the results were USP2a inhib 21%, 4-MU autofl inactive, Caspase-7 inhib 0%, HEK293 cAMP cs -1%, Casp1 inh 1%, Epigenetic mod 1%, A350 fluor inactive, BRCT inh green 1.3%, BRCT inh red -1.2%, Ub-GFP proteasome -3% and Fluorescein fluor inconclusive.
`O=S(=O)(/C=C/c1ccccc1)N1CCN(c2ccccc2)CC1` gave USP2a inhib 0%, Caspase-7 inhib -4%, HEK293 cAMP cs 22%, Casp1 inh -2%, Epigenetic mod 0%, BRCT inh green 0.0%, BRCT inh red -1.2% and Ub-GFP proteasome 1%.
